ELG1 repair inh: inhibitors of ELG1-dependent DNA repair in HEK293T cells | HEK293T ELG1-luciferase reporter, luminescence, 16 h; DNA damage induced by 5-fluorouridine | Potency, µM (highest dose often 46.1 µM), for inactives: top-dose activity change, negative = inhibition, actives largely listed as inhibitors | 330,000 tested, 2.3% active | AID 504467; also: potency is read from the fitted curve at half-maximal effect; % is scaled to controls: 0 for no effect and ±100 for the full control effect; nearly all actives have a fitted effect of over 55% in size
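Luminescence from the luciferase reporter, measured 30 min after ONE-Glo reagent at room temperature, was the read-out. Beforehand, 2,000 cells per well were exposed for 16 hr at 37 °C to 5-fluorouridine together with compound or vehicle.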
TSHR antagonist: human thyrotropin receptor antagonism; TSHR-expressing cells, TSH-stimulated cAMP HTRF, 2 h; active compounds read low; 330,000 tested, 0.2% active; activity change, negative = inhibition, % at 11.5 µM;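 active = activity change below a set negative limit, meaning inhibition stronger than a set level, cut at about -70% in these data; inconclusive = activity change between two set negative limits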; also: % is scaled to controls: 0 for no effect and ±100 for the full control effect
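TSHR-expressing cells, 200/well, pre-treated with compound, then stimulated with EC80 TSH (4nM final) for 2 hours at 37 deg C. cAMP measured by competitive HTRF: anti-cAMP cryptate antibody in lysis buffer plus cAMP-d2, read after 30 minutes at room temperature.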
TCR activator: activates T cell receptor signaling | primary human leukocytes, anti-CD3, IL-2 HTRF, 48 h | 330,000 tested, under 10 active | Potency, µM (top dose mostly 9.22 µM), for inactives: at the highest dose activation of IL-2 secretion, most hits filed as activators | AID 504894; also: % of control where 0% means no effect
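Human primary leukocytes + a-CD3 beads + cpd, 48 hr; IL-2 in supernatant by HTRF (ex 320nm / em 665nm). No co-stimulatory signal supplied.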
Mito fusion act: blocks mitochondrial division or promotes mitochondrial fusion; S. cerevisiae fusion-defective mutant growth rescue, CellTiterGlo 48 h; Potency, µM (doses to about 46.1 µM), without a hit: at the top dose growth rescue (activation), usual class: activators; 320,000 tested, 0.23% active;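 also: potency is read from the fitted curve at half-maximal effect; % of control where 0% means no effect; nearly all actives have a fitted effect of over 45% in size; temperature-sensitive fusion mutants such as fzo1-1 at 37 °C on non-fermentable ethanol glycerol medium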
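Temperature-sensitive fusion-defective S. cerevisiae (e.g. fzo1-1, mgm1-5) were grown with compound in YPEG medium (3% ethanol, 3% glycerol) for 48 hours at 37C. Growth rescue was measured as viability by CellTiterGlo luminescence after 10 minutes at ambient.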
USP2a block: blocks human ubiquitin-specific protease USP2a. USP2 core, Ub-CHOP2 coupled fluorogenic reporter, 485/531. Potency, µM (series often up to 38.3 µM), without a hit: at the highest dose activity change, negative = inhibition, hits mostly inhibitors. 330,000 tested, 0.01% active. AID 463254;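 also: potency is read from the fitted curve at half-maximal effect; plate controls were DMSO wells for no effect and full inhibition by NEM control for full effect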
Target sequence (O75604 whole entry, looked up): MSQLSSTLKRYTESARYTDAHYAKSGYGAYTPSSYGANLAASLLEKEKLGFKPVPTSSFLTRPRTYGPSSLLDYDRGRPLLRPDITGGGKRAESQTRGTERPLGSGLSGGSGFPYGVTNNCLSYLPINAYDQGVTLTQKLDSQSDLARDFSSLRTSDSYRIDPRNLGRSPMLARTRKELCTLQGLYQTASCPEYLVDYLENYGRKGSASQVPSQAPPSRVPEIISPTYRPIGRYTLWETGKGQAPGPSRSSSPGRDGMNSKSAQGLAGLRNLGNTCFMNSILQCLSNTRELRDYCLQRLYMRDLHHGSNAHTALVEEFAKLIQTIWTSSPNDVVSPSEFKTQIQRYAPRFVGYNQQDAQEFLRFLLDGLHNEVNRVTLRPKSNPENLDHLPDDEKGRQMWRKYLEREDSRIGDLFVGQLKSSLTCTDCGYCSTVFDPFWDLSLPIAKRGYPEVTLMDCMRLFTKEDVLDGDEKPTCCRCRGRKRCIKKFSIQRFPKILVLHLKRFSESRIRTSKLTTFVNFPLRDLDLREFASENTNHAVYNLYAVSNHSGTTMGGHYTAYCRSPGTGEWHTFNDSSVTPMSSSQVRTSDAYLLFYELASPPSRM
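Deubiquitinase activity read as fluorescence (485/531 nm) after Ub-CHOP2 cleavage activates the enterokinase reporter on its substrate; USP2 core 10nM, Ub-CHOP2 and substrate 25nM each, 30min compound preincubation then 60min RT; data normalized to NEM, curves fitted.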
KCNH2 3.1 block: blocks the human KCNH2 3.1 channel isoform; U2OS KCNH2 3.1, thallium flux FluxOr; active compounds read low; activity change, % (tested at about 1.8 µM); 340,000 tested, 0.95% active;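 active = maximum activity change below -70%; inconclusive = maximum activity change from -70% to -50%; inactive = maximum activity change above -50%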;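 also: thallium influx rate constant from kinetic fluorescence after stimulation buffer; % is scaled to controls: 0 for no effect and ±100 for the full control effect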
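We transduce U2OS cells with the mutant 3.1 virus, culture them overnight, load FluxOr with Red40 quencher for 45 min, then add stimulation buffer and read kinetically for 2 min to derive a normalized rate constant.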
TRPV1 agonist: agonists of human vanilloid receptor 1 (TRPV1); TRPV1-expressing cells, Fluo-8 calcium influx, agonist mode; activation, % at 8.33 µM; 320,000 tested, 0.19% active; in the data active = activation above about 80%; inconclusive = between about 30% and that limit; also: 0% is about no effect
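Cells expressing TRPV1 were dye-loaded with Fluo-8 and read kinetically: 10 s baseline, 3 min after compound (agonist portion), then 2 min after EC20 capsaicin (allosteric enhancer portion). Calcium-bound dye fluorescence at 480/520 nm.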
KCNH2 WT inh: KCNH2 (human, wildtype) channel inhibition. Q12809. U2OS, BacMam KCNH2, thallium flux FluxOr; active compounds read low. activity change, % at 1.84 µM. 340,000 tested, 0.37% active. AID 720551;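 active = maximum activity change below -70%; inconclusive = maximum activity change between -70% and -50%; inactive = maximum activity change above -50%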; also: % is scaled to controls: 0 for no effect and ±100 for the full control effect
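U2OS cells were transduced with wild-type KCNH2 virus (2.03 x 10^8 / mL) for 4 h at room temperature, then cultured overnight at 37 C. Thallium flux was read with FluxOr dye. Rate constants were normalized to DMSO controls.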
AT treatment: candidate therapy for ataxia-telangiectasia; […] A-T fibroblasts, KAP-1 phosphorylation AlphaLISA; neocarzinostatin DNA damage 30 min before lysis; Potency, µM (top dose mostly 57.5 µM), inactives show top-dose activation, usual class: activators; 320,000 tested, 0.19% active; also: potency is read from the fitted curve at half-maximal effect; % of control where 0% means no effect; nearly all actives have a fitted effect of over 45% in size
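ATM-like activity read as KAP-1 phosphorylation via AlphaLISA donor/acceptor antibody pairs after lysis and 6 hr at 25C. Cells were ATM-null patient fibroblasts ([…], hTERT), dosed 60 min, then exposed to the DSB inducer NCS for 30 min.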
Eya2 inh: Eya2 (human) phosphatase inhibition; recombinant Eya2, OMFP fluorescence dephosphorylation (OMFP is methylfluorescein phosphate); Potency, µM (top dose mostly 76.9 µM), for the others: at the top dose activity, negative = inhibition, actives largely listed as inhibitors; 330,000 tested, 0.006% active; also: potency is read from the fitted curve at half-maximal effect; % is scaled to controls: 0 for no effect and ±100 for the full control effect
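Eya2 (0.2 uM) preincubated 10 min at ambient with compound, then OMFP substrate added at 50 uM; 10 min reaction in 50 mM HEPES pH 7.5, 50 mM NaCl, 5 uM MgCl2, 0.05% BSA, 1 mM DTT. Fluorescence read at Ex 485/Em 525 nm.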
* hit, by the source's call; ? = inconclusive; . = no result given; [ ] = dose if it differs, or a comment. Unless noted, calls follow the shape of the dose curve; as a rule, active = well fitted curve in the direction sought with a large enough effect; inconclusive = small, poorly fitted or top-dose-only effect, or another doubt; inactive = no such curve, though single readings can be large; an effect the other way counts as inactive or inconclusive. Not all compounds are listed (hit frequency here may not be typical).

molecule	ELG1 repair inh	TSHR antagonist	TCR activator	Mito fusion act	USP2a block	KCNH2 3.1 block	TRPV1 agonist	KCNH2 WT inh	AT treatment	Eya2 inh
COC(=O)c1cccc(-c2ccc(C(c3c(C)[nH][nH]c3=O)c3c(C)[nH][nH]c3=O)o2)c1	?	4	0%	-5%	2%	-4	2	-1	-3%	14%
COc1ccc(CCNC(=O)CC(Cc2ccc(C)cc2)C(=O)O)cc1OC (configuration not stated)	-1%	3	4%	-16%	3%	23	1	0	-2%	-14%
COc1ccc(CNC(=O)COC(=O)CN2C(=O)NC3(CCCC3)C2=O)cc1	16%	5	-231%	-4%	2%	2	-2	-10	-2%	-15%
COc1ccc(NC(=O)C(=O)NCC2CCCN2S(=O)(=O)c2cccs2)cc1 (configuration not stated)	-11%	-17	-24%	-1%	0%	0	0	-7	5%	4%
CCn1c(O)c(N=NC(=O)CNC(=O)/C=C/c2ccccc2)c2ccccc21	-7%	10	-7%	-7%	1%	4	-2	2	-1%	-1%
O=C1CC(NS(=O)(=O)c2cccnc2)CN1c1ccc(Cl)cc1 (configuration not stated)	7%	-4	-3%	4%	-1%	18	-2	-1	4%	-17%
CCOC(=O)c1c(C)n(CCNC(C)=O)c2ccc(OC)cc12	0%	-3	2%	4%	-4%	13	-1	-34	5%	-6%
CCCS(=O)(=O)N1CCN(C(=O)CCC2CCCC2)CC1	-3%	-2	6%	-3%	-1%	1	18	-3	-7%	-2%
Cc1[nH]n2c(=O)cc(C(C)(C)C)nc2c1-c1ccccc1	?	-2	-8%	2%	3%	4	0	4	3%	18%
Cc1nn(C)c(Cl)c1S(=O)(=O)N[C@@H](c1ccccc1)[C@]1(C)C[C@H]1[C@@H](C)C(=O)Nc1ccc2ccccc2c1	-21%	-9	-1%	-1%	-5%	-1	-4	7	-17%	-13%
Cc1cc2oc(=O)cc(CN3CCN(S(=O)(=O)c4ccc5c(c4)OCCO5)CC3)c2cc1C	?	1	0%	1%	1%	-6	6	5	10%	2%
O=C(NCCc1ccc(Cl)cc1)C1CCCN1C(=O)NCc1ccccc1 (configuration not stated)	-8%	2	4%	-4%	-1%	-14	1	-5	32%	-6%
CSc1ccc(C(c2c(C(=O)O)[nH]c3ccccc23)c2c(C(=O)O)[nH]c3ccccc23)cc1	?	-14	0%	3%	4%	2	-1	2	11%	16%
CCOC(=O)c1c(NC(=O)COC(=O)Cn2cnc3c2c(=O)n(C)c(=O)n3C)sc(C)c1CC	?	-20	3%	-1%	1%	-9	2	-3	-11%	-22%
Cc1ccc(C(=O)N/C(=C\c2ccco2)C(=O)NCCCn2ccnc2)cc1C	-1%	9	2%	-2%	-1%	-6	-4	-1	.	-11%
C/C(=N\NC(=O)c1cccc([N+](=O)[O-])c1)c1cccs1	?	-4	1%	0%	4%	1	3	-13	1%	-11%
CCOC(=O)C1=C(O)CSC1=Nc1ccccc1	12%	-5	-2%	-10%	0%	7	2	-5	-3%	5%
Cc1sc2nc(Cc3ccccc3)[nH]c(=O)c2c1-c1ccccc1	10%	9	-6%[46.1 µM]	0%	0%	-7	10	0	-10%	7%
O=C(Cn1nc([N+](=O)[O-])nc1Br)NC(c1ccccc1)c1ccccc1	3%	17	0%[46.1 µM]	3%	1%	4	-9	-23	.	0%
Cc1cc(C(F)(F)F)c(C#N)c(SCC(=O)Nc2nc3ccccc3s2)n1	?	-36	0%[46.1 µM]	15%	?	-7	11	0	5%	5%
COc1ccc(-c2nc(-c3ccccc3OC)no2)cc1OC	?	-13	1%	29%	-13%	14	-2	8	.	-4%
O=S1(=O)N=C2CCCCCN2C(c2ccncc2)N1 (configuration not stated)	4%	-15	2%	-5%	0%	-45	1	-14	14%	-12%[15.4 µM]
Cc1ccc(-n2c(C)nnc2SCC(=O)Nc2ccccc2)cc1	7%	-3	6%[46.1 µM]	-3%	-6%	7	1	0	.	0%
Cc1cccc(NC(=S)Nc2ccccn2)c1C	?	-2	-4%[46.1 µM]	-5%	4%	12	3	-9	0%	-5%
O=c1[nH]ccc2c([N+](=O)[O-])cccc12	11%	-4	-5%	1%	0%	1	1	0	2%	-10%
Cc1cccc(NC(=O)[C@H](NC(=O)[C@@H]2Cc3ccccc3CN2)c2ccccc2)c1	?	6	-3%	-7%	3%	-46	3	6	-4%	1%
COc1ccc(-c2noc(C3CCCN(C(=O)c4cccc(F)c4)C3)n2)cc1 (configuration not stated)	-28%	-16	0%	5%	2%	-7	?	-1	30%	-1%
O=C(CN1CCN(c2ncccn2)CC1)Nc1ccccc1C(F)(F)F	?	-7	4%	4%	4%	5	-5	3	3%	-10%
c1ccc(Cc2ccc(OCCN3CCOCC3)cc2)cc1	27%	-2	.	7%	4%	-14	19	-1	-15%	-2%
O=[N+]([O-])c1cccc(Cl)c1NCCNc1ncc(C(F)(F)F)cc1Cl	-3%	10	-2%	2%	-4%	-3	-1	-8	0%	-18%
C=CCC1(C#N)C(=S)NC2=C(C(=O)CC(C)(C)C2)C1c1ccc(Br)cc1 (configuration not stated)	-22%	52	-4%[46.1 µM]	-1%	-1%	-1	10	4	-4%	-4%
CC(=O)N1C(=O)c2cccc3cccc(c23)C(=O)N1C(C)=O	5%	-2	-1%	3%	-2%	2	-9	-8	4%	6%
CCNc1nc(NCC)n2c(SC(C(=O)Nc3cc(C)ccc3C)c3ccccc3)nnc2n1 (configuration not stated)	?	4	0%[46.1 µM]	-2%	2%	-28	1	-2	7%	-4%
COc1ccc(S(=O)(=O)N2CCN(c3ccccn3)CC2)cc1OC	.	.	.	-10%	.	4	15	3	.	.
Cc1ccc(N(C(=O)c2ccc3c(c2)OCO3)C2C=CS(=O)(=O)C2)cc1C (configuration not stated)	-6%	0	-5%	-5%	2%	4	1	11	21%	-3%
CCOCCCN1CN(S(=O)(=O)c2ccc(Cl)cc2)c2nc3ccccc3nc21	9%	3	-2%	1%	1%	-21	15	6	-2%	-11%
Cc1ccc(-c2nc3c(c(SCC(=O)Nc4cccc(C(=O)O)c4)n2)Cc2cccc(C)c2O3)cc1	.	-4	.	1%	1%	.	-2	.	0%	2%
COc1ccc(CCNCc2ccc(OCc3ccc(Cl)nc3)c(OC)c2)cc1OC	-14%	-1	-64%	-7%	2%	-22	2	33	2%	-9%
COCCN1C(=O)c2oc3ccccc3c(=O)c2C1c1ccc(O)c(OC)c1 (configuration not stated)	18%	-6	2%[46.1 µM]	-6%	-3%	15	1	-2	5%	-6%
Cc1[nH]c2ccccc2c1C(=O)C(=O)Nc1ccc2c(c1)OCO2	?	-6	4%	-1%	2%	0	2	21	12%	5%
CCOc1cc2[nH]c(=O)n(CCCN3CCCC3=O)c(=O)c2cc1OCC	0%	2	-4%	-1%	-1%	-3	-4	7	3%	-4%
Cc1ccc(C)n1CCN1CCN(C(=O)CC#N)CC1	17%	-3	-8%	0%	3%	4	-1	-7	2%	0%
COC(=O)c1ccc(C)c(NC(=O)COC(=O)C2CC3CCCC(C2)C3=O)c1 (configuration not stated)	5%	-1	-2%	-1%	1%	1	2	-5	0%	34%
COc1cccc(-c2nn(-c3ccc(F)cc3)cc2C(=O)NCC2CCCO2)c1 (configuration not stated)	?	-10	-1%	8%	-1%	-2	?	28	4%	1%
COC(=O)c1ccccc1S(=O)(=O)N1CCCC(c2nc3c(nnn3Cc3ccc(C)cc3)c(=O)[nH]2)C1 (configuration not stated)	?	-10	-4%	-3%	-10%	-16	0	7	10%	-4%
O=C(CCNS(=O)(=O)c1cccc2nsnc12)NCc1ccccc1Cl	4%	-2	-5%	-4%	4%	-10	19	-12	-4%	-10%
O=C(O)/C(=C/c1cccnc1)NC(=O)c1ccccc1	11%	8	-1%[46.1 µM]	-3%	1%	4	5	-12	0%	4%
CC(C)CNC(=O)C1C2C=CC(C2)C1C(=O)O (configuration not stated)	?	-5	-7%	0%	-1%	15	-1	1	2%	6%
O=S1(=O)CC(O)C(N2CCCCC2)C1 (configuration not stated)	2%	2	4%[46.1 µM]	-2%	1%	0	-4	-11	0%	2%
CCOc1cc(C(=O)N(CC)CC(=O)Nc2c(F)cccc2F)ccc1OCC(=O)N1CCOCC1	?	3	-18%	-6%	0%	7	2	5	1%	-5%
COc1ccc(S(=O)(=O)N2CCSCC2)cc1C(N)=O	-7%	-1	3%	2%	2%	0	-3	2	-2%	6%

Screening data deposited in PubChem BioAssay by National Center for Advancing Translational Sciences (NCATS).
